Screening data from PubChem.
M4 antag = blocks acetylcholine activation of human M4 receptor. P08173. CHO-hM4 cells, ACh EC80, Fluo-8 calcium fluorescence. inhibition, % at 3 µM. hit rate 0.73% among 360,000;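 active means inhibition above its plate's cutoff, the mean inhibition of sample wells plus 3 SD, cut at about 27% in these data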;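 further: 0% = acetylcholine EC80 with DMSO and 100% = DMSO without agonist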
CHRM4 agonist = agonists of human muscarinic M4 receptor (CHRM4); CHO-K1 hM4/Gqi5, Fluo-8 calcium fluorescence; vehicle 0%, full acetylcholine response 100%; hit rate 0.14% among 360,000; P08173; activation, % at 3 µM; AID 624127;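 active means activation above the run mean over all test wells plus 3 SD, cut at about 32% in these data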;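 further: peak over basal fluorescence ratio per well then scaled between controls; 0% = DMSO wells and 100% = acetylcholine at EC100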
CHRM4 PAM = potentiates acetylcholine response at human M4 receptor; P08173; CHO-K1 hM4/Gqi5, Fluo-8 calcium fluorescence, ACh EC20; 0% = ACh EC20, 100% = maximal ACh; activation, % at 3 µM; hit rate 0.4% among 360,000;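 active means activation above its plate's cutoff, the mean activation of sample wells plus 3 SD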; further: some results filed as inactive read as strong as hits
IDE cell inh = cellular human IDE inhibition. AID 434962. inhibition, % at 5.59 µM. P14735. HEK cells, FAbetaB cleavage, fluorescence polarization. hit rate 0.41% among 320,000;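 active means percent inhibition above the average of all tested compounds plus 3 SD, set per screening campaign, cut at about 16% in these data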;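 further: IDE supplied by intact live HEK cells; FP after avidin binding of uncleaved biotin substrate so inhibition keeps polarization high; 0% = DMSO wells and 100% = 60 µM reference IDE inhibitor Ii1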
Target sequence (P14735 whole entry, looked up): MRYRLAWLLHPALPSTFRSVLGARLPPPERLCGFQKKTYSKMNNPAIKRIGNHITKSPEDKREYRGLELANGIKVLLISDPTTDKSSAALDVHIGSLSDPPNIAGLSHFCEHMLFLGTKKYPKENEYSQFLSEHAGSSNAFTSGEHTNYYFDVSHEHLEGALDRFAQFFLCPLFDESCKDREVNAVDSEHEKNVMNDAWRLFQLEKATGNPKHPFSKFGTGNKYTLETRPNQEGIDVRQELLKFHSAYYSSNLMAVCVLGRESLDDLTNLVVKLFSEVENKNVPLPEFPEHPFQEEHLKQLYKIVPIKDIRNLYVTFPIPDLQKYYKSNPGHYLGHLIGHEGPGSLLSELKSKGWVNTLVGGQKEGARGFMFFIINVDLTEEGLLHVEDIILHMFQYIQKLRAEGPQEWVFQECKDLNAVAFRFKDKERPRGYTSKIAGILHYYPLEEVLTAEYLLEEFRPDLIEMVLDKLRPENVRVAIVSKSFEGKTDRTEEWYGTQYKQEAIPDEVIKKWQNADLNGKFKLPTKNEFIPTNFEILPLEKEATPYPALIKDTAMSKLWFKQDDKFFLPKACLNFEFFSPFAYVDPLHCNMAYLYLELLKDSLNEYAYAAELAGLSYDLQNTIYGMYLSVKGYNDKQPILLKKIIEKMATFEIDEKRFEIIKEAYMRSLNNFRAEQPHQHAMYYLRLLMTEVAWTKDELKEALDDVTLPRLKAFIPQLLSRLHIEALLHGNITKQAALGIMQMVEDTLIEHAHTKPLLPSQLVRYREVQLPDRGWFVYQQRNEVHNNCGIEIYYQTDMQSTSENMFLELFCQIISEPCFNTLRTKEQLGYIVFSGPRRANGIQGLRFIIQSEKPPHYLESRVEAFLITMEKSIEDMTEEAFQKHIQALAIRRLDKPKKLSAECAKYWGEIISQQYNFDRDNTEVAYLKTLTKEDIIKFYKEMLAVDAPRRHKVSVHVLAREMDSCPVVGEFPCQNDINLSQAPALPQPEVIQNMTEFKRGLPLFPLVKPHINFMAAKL
CRFR2-BP ag = CRF-BP/CRF-R2 complex agonism; HEK293 CRF-R2/CRF-BP, calcium dye fluorescence (FLIPR); percent of saturating CRF peptide response; activation, % at 13.2 µM; hit rate 0.46% among 350,000;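 active means activation of at least 50%, plus an integration ratio under a set limit after plate pattern correction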;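 further: plate controls were neutral control wells without compound for no effect and CRF at EC100 for full effect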
M5 antag = CHRM5 antagonism in calcium assay. P08912. CHO-hM5 cells, Fluo-8 calcium fluorescence, ACh EC80. inhibition, % at 3 µM. hit rate 0.59% among 360,000. AID 624040;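 active means inhibition above a per-plate cutoff, the mean of that plate's test compounds plus 3 SD, cut at about 27% in these data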;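 further: 0% = acetylcholine EC80 with DMSO and 100% = DMSO without agonist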
CHRM5 PAM = potentiates acetylcholine response at human M5 receptor | P08912 | CHO-K1 hM5, Fluo-8 calcium, ACh EC20 PAM; 0% = ACh EC20, 100% = ACh EC100 | activation, % at 3 µM | hit rate 0.3% among 360,000 | AID 624038;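 active means activation above the run cutoff, the mean activation of all test compounds plus 3 SD, cut at about 18% in these data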
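System: CHO-K1 cell line with stable human muscarinic M5 receptor expression | Also added: EC20 acetylcholine as agonist stimulus | Compound: One concentration, 3 µM final (nominal) | Timing: Fluo-8 loading 80 min at 37 °C plus 30 min room temperature | Measured by: Fluo-8 calcium dye fluorescence, kinetic read | Read-out basis: % activation, ACh-normalized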
M5 ag = agonists of human muscarinic M5 receptor (CHRM5) | activation, % at 3 µM | hit rate 0.19% among 360,000 | CHO-K1 hM5 cells, Fluo-8 calcium fluorescence; 0% DMSO wells, 100% maximal acetylcholine response | AID 624037 | P08912;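 active means activation above the run's mean over test compounds plus 3 SD, cut at about 23% in these data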;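 further: signal is peak over basal fluorescence ratio across the kinetic read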
CRFBP-R2 block = antagonists of CRF-binding protein/CRF-R2 receptor complex. hit rate 0.59% among 350,000. AID 588475. HEK293 CRF-R2/CRF-BP, CRF-induced calcium fluorescence. inhibition, % at 11.8 µM;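 active means inhibition of the ligand-induced calcium signal above about 50% at the single tested concentration, limit read from the data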
* = called active by the depositor; nt = no result given.

SMILES	M4 antag	CHRM4 agonist	CHRM4 PAM	IDE cell inh	CRFR2-BP ag	M5 antag	CHRM5 PAM	M5 ag	CRFBP-R2 block
CCn1c2ccccc2c2cc(NC(=O)COC(=O)c3ccc(NC(=O)CC#N)cc3)ccc21	-2	1	21	-2	1.8	7	10	-4	-2
O=C1CCCN1c1ccc(C(=O)N(Cc2nnc(-c3ccc(Cl)cc3)o2)C2CC2)cc1	-1	2	3	-1	-1.9	4	-3	-4	12
OCc1ccccc1CN1CCCCCC1	-10	1	-10	4	1.5	3	-5	-16	17
COc1ccc(CNC(=O)[C@H](C)N2C(=O)N3CCc4c([nH]c5ccccc45)[C@@]3(C)C2=O)cc1OC	-6	2	8	4	-1.3	3	2	3	-9
COc1ccc(/C=N/Nc2ccc(C(F)(F)F)cc2[N+](=O)[O-])cc1O	0	2	-2	4	-0.7	2	1	0	8
CCOC(=O)/C(C#N)=C/c1c(N2CCN(c3cccc(Cl)c3)CC2)nc2c(C)cccn2c1=O	-5	0	2	nt	0.6	6	1	-3	1
C=CCN(CC=C)C(=S)Nc1ccc2nsnc2c1	10	1	1	6	1.6	7	-2	0	0
C=CCN(C(=O)CCS(=O)(=O)c1cccc2nsnc12)c1ccccc1	-6	2	-5	3	-0.6	5	1	0	3
O=[N+]([O-])c1ccc(Sc2ccncn2)c([N+](=O)[O-])c1	-6	2	-1	nt	5.2	3	-3	-2	-9
CC(=O)NC(C)C(c1cccs1)N1CCN(c2ccccc2)CC1 (stereo unspecified)	-2	0	11	-1	0.4	-6	4	3	-12
COC(=O)[C@H](C)NC(=O)Nc1ccc(OC)c(OC)c1	-1	0	5	8	0.5	3	-4	0	-2
COc1ccc(C2NC(=O)C(C#N)=C(S)N2c2cccc(C)c2)cc1OC (stereo unspecified)	1	0	4	6	-0.6	11	-1	-1	-5
COc1ccc(CN2C(=O)C(CC(=O)NCc3cccs3)CC(C(=O)N(C)C)=C2C)cc1 (stereo unspecified)	5	-1	-3	nt	0.7	4	9	-2	1
CCc1ccccc1NC(=O)CN(C)C(=O)CSc1nc2cc(Cl)ccc2s1	6	0	-6	-1	-1.9	3	-4	0	13
Cc1nc2cc(-c3ccccc3)nn2c(C)c1CCC(=O)NCc1ccco1	-1	2	3	8	-2.7	-1	-3	0	10
Cc1ccc([N+](=O)[O-])cc1NC(=S)NC(=O)c1c(Cl)cnn1C	-11	1	3	nt	-2.6	-2	-6	-6	-1
Clc1ccc(/C=N/c2c(-c3ccc(Cl)cc3)nc3n2CCS3)cc1	-10	2	12	-1	1.6	-10	6	-4	-11
COc1ccc(N2CCN(Cc3oc(CO)cc(=O)c3O)CC2)cc1	3	0	5	-1	0.6	0	-1	-3	3
CCOC(=O)c1ccc(NC(=O)Nc2ccccn2)cc1	-7	2	-4	-3	-0.1	-5	-4	2	-51
COc1cccc(CNC(C)C(=O)Nc2ccc(S(=O)(=O)N3CCCC3)cc2)c1 (stereo unspecified)	5	2	-2	-2	-0.5	13	-10	-6	-10

The last 3 records of the section above lead into the next:
SMILES	M4 antag	CHRM4 agonist	CHRM4 PAM	IDE cell inh	CRFR2-BP ag	M5 antag	CHRM5 PAM	M5 ag	CRFBP-R2 block
COc1ccc(N2CCN(Cc3oc(CO)cc(=O)c3O)CC2)cc1	3	0	5	-1	0.6	0	-1	-3	3
CCOC(=O)c1ccc(NC(=O)Nc2ccccn2)cc1	-7	2	-4	-3	-0.1	-5	-4	2	-51
COc1cccc(CNC(C)C(=O)Nc2ccc(S(=O)(=O)N3CCCC3)cc2)c1 (stereo unspecified)	5	2	-2	-2	-0.5	13	-10	-6	-10
CCOC(=O)[C@H]1[C@H]2COc3ccc(Cl)cc3[C@@H]2N2C(=O)c3cc(C)ccc3NC(=O)[C@@]12C	-3	0	4	-5	1.6	4	-6	1	11
CC1CCc2c(C(=O)Nc3ccc(N4CCOCC4)cc3)csc2C1 (stereo unspecified)	3	2	-8	2	-3.5	-10	-6	-9	-8
O=c1[nH]cc(Cc2ccccc2)c(=O)[nH]1	-6	1	5	nt	2.4	9	-6	2	1
Cc1c(Cl)cccc1NC(=O)Cc1ccc([N+](=O)[O-])cc1	-14	0	2	4	-2.2	4	-4	-2	19
COc1ccccc1NS(=O)(=O)c1ccc(C(=O)OCC(=O)NCc2ccco2)cc1	-8	3	-3	6	-0.2	0	-6	0	-13
O=C(CCNS(=O)(=O)c1ccc(OC(F)(F)F)cc1)Nc1cccc(S(=O)(=O)N2CCCC2)c1	-7	12	-14	nt	-1.4	10	-7	-5	-8
CCCc1cc(=O)oc2cc(OCC(=O)Nc3ccc4c(c3)OCCO4)ccc12	5	1	-2	0	-1.1	-7	5	-1	15
O=C(CCn1cccc1)NCc1ccc2c(c1)OCO2	10	0	1	-2	-1.6	2	1	1	26
CC(C)c1nnc(NC(=O)CS(=O)(=O)c2ccccc2)s1	-1	1	5	1	3.9	8	-2	-1	4
COCCN1C(=O)CCC1(C)c1nnnn1-c1ccc2c(c1)OCCO2 (stereo unspecified)	-4	1	3	nt	nt	3	0	1	nt
CCOC(=O)C1=C(O)/C(=C/c2ccc(OCC(=O)O)c(OCC)c2)SC1=Nc1ccccc1	6	1	-7	1	-1.3	3	3	0	19
Cn1c(-c2ccc(C(F)(F)F)cc2)cc2onc(-c3ccccc3)c2c1=O	-6	nt	1	2	1.0	6	5	3	-7
O=C(NCC1CCCO1)c1cn(Cc2ccccc2)nc1-c1ccc(Cl)cc1 (stereo unspecified)	-9	2	4	-2	-2.3	1	2	1	-2
COc1ccc([C@H]2C[C@H](O)[C@@H](n3cc(C4CC4)nn3)CN2CC2CCCCC2)cc1	-5	0	4	nt	6.3	-1	1	0	-3
O=C(CCC(=O)N1CCN(S(=O)(=O)c2ccc3ccccc3c2)CC1)NCC(F)(F)F	6	1	2	-5	-0.2	7	2	-1	8
Cc1ccc(NS(=O)(=O)c2cc([N+](=O)[O-])ccc2N/N=C/c2sc(N3CCOCC3)nc2-c2ccccc2)c(C)c1	-6	2	-4	1	19	14	-10	4	21
COc1ccc2[nH]c(C(=O)N3CCC(n4nccc4NC(=O)C4CC4)CC3)c(C)c2c1	-9	0	5	4	6.3	4	-7	-4	-8
Cc1csc(NC(=O)CCC(=O)N(CC(=O)NC2CCCC2)Cc2ccco2)n1	3	2	0	4	-0.7	-2	0	-3	-6
C(#CCN1CCOCC1)COCCOC(c1ccccc1)c1ccccc1	-5	-1	4	1	-2.7	-1	3	0	17
CC(C)(C(=O)N1CCC1(C)C(=O)NS(=O)(=O)c1ccc(Br)cc1)c1ccccc1 (stereo unspecified)	-4	0	1	nt	nt	0	0	1	nt
O=C(N[C@H]1C/C=C\C(c2ccc(F)cc2)N(Cc2ccccc2)C(=O)C1)OCC1c2ccccc2-c2ccccc21 (stereo partly specified)	-5	2	-6	nt	5.4	1	-5	-1	-13
CCCCOCCCNC(=O)C[C@@H]1C[C@@]2(C(=O)OCC)CCCC=C2N(Cc2ccc3c(c2)OCO3)C1=O	-14	2	4	nt	nt	-4	-3	-1	nt
COCCn1c(C(C)C)nc2oc3ccccc3c(=O)c2c1=O	-6	1	7	-3	1.3	-6	5	-1	-43
C#CCOC(=O)c1cc(Cl)c(=O)n(Cc2ccc(Cl)cc2Cl)c1	8	-1	0	4	-4.0	0	2	-7	-19
CCOC(=O)C1CCN(C(=O)COc2ccc(S(=O)(=O)NC(C)C)cc2)CC1	8	0	-3	-1	-1.8	10	-6	-3	4
COc1ccc(S(=O)(=O)N2Cc3ccccc3CC2C(=O)O)cc1OC (stereo unspecified)	-7	0	2	5	-0.2	-2	-4	4	-2
COc1cccc(C(O)c2nc3ccccc3n2C)c1 (stereo unspecified)	6	0	-4	-8	-1.4	2	-3	2	12
COc1cccc(-c2csc(NC3OC(=O)c4c3ccc(OC)c4OC)n2)c1 (stereo unspecified)	7	0	-4	-1	-7.0	20	-10	-4	-9
CCN(CC)c1ccc(/C=C/c2ccc3ccc(OC)cc3[n+]2CC)cc1	36*	22	-15	-6	-2.0	49*	-22	6	4
COc1cc(/C=N/n2nnnc2N)ccc1OCC(N)=O	4	0	0	2	1.9	8	4	-4	-3
Cn1cc(Cc2ccc(C(=O)N3CCN(Cc4ccccc4)CC3)cn2)c2ccccc21	-19	14	-9	nt	nt	1	-11	1	nt
CC1(C(=O)NCC2CCOCC2)Cc2c(-c3cccc(C(F)(F)F)c3)ccnc2O1 (stereo unspecified)	0	0	7	nt	nt	-2	-3	-1	nt
CC(OC(=O)Cc1c[nH]c2ccccc12)C(=O)N(C)c1ccccc1 (stereo unspecified)	-14	2	4	-3	0.7	0	0	-2	-1
CN(CC(=O)Nc1ccc(OC(F)(F)F)cc1)S(=O)(=O)c1cnc[nH]1	5	1	2	-11	2.5	4	3	1	-13
COC(=O)c1nc2n(n1)C(c1cccc(Cl)c1)C1=C(CC(C)(C)CC1=O)N2 (stereo unspecified)	1	4	1	1	-1.0	6	-6	3	-10
COc1cc(NC(=O)c2cccs2)c(C(=O)OCC(=O)c2cc(C)n(-c3ccc(F)cc3)c2C)cc1OC	0	1	-5	4	2.5	-3	1	-1	1
CCc1ccc(-c2csc3[n+]2CCN3C(C)=O)cc1	8	2	4	2	-1.7	4	2	1	1
c1ccc(COc2cccc(-c3cc4nc(NCCN5CCOCC5)ccn4n3)c2)cc1	-26	15	-2	nt	nt	-8	0	5	nt
Cc1ccc2nc(N3CCN(Cc4nnnn4Cc4ccccc4)CC3)c(C#N)cc2c1	-6	1	3	21*	3.8	11	-1	-4	1
COc1ccc(N2CCN(C3CCCN(C(=O)CN4CCOC4=O)C3)CC2)cc1 (stereo unspecified)	5	1	-5	5	-0.4	2	5	0	-14
O=C(CSc1ncccn1)Nc1ccc2c(c1)CCC2	-9	1	-4	4	-1.5	-3	2	-3	-9
O=C(CCc1c[nH]c2ccccc12)NCCc1ccccc1	4	1	-4	-2	-0.3	10	3	0	-3
Cc1ccc(C(C)C)c(OCC(=O)Nc2cccc(S(=O)(=O)NC3=NCCCCC3)c2)c1	-8	8	0	-5	12	-5	-17	-4	-25
C=CCSc1[nH]c(=O)cc(C)c1C(N)=O	-1	1	7	0	-0.2	2	4	4	-3
CCCC(=O)Nc1c(-c2cccs2)c(=O)c2ccccc2n1C	-2	0	15	7	-1.6	-6	8	0	2
COc1cc(C(=O)c2c(C)c(CCC#N)n3ccccc23)cc(OC)c1OC	-1	2	-2	3	1.1	-20	15	3	10
CSc1ccccc1OCc1cc(C(=O)N2CCc3[nH]cnc3C2c2ccccn2)no1 (stereo unspecified)	-7	5	8	2	-1.4	16	2	-5	-5
Cc1ccc2cccc(OCCOCCOc3ccccc3Br)c2n1	-9	10	-1	3	-1.3	3	0	-2	-3
CC1CCCC(C)N1CCCNC(=O)Cn1ncc2c([nH]c3ccccc32)c1=O (stereo unspecified)	4	0	-6	-4	1.1	8	1	-4	2
O=C(N/N=C\c1ccoc1)c1ccco1	4	1	2	-2	2.9	5	4	-2	-1
CSCCC(NC(=O)c1cccc(S(=O)(=O)N2CCOCC2)c1)C(=O)Nc1ccc(F)cc1 (stereo unspecified)	-7	1	13	8	-1.3	-4	-4	-1	-13
